From PubChem
IMP-1 inh: blocks Pseudomonas aeruginosa IMP-1 metallo-beta-lactamase; purified IMP-1, nitrocefin hydrolysis, epi-absorbance fluorescence; inhibition, % at 5.6 µM; 0.45% of 290,000 active; AID 1556;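 active = inhibition above the mean plus 3 SD of all compounds in the same screening run, cut at about 4.5% in these data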;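 also: 0% = IMP-1 with DMSO and 100% = DMSO wells lacking enzyme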
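System: Purified IMP-1 | Read-out basis: Percent enzyme inhibition | Controls: IMP-1 with DMSO as 0%, enzyme-free DMSO as 100% | Replicates: One well per compound | Doses: 5.6 µM nominal single concentration | Detection: Epi-absorbance fluorescence, 480 nm excitation, 530 nm emission | Incubation: 25 °C, 15 min preincubation, 25 min reaction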
GalR3 antagonist: blocks the human galanin receptor 3 | O60755 | HEK293 GalR3-CNG cAMP membrane potential fluorescence; galR3 body fused to GalR1 C-terminus | inhibition, % at 3 µM | 0.44% of 360,000 active;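 active = inhibition above the screen-wide average plus 3 SD, cut at about 13% in these data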;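 also: forskolin and galanin both at EC90 stimulate the cells; cAMP rise reported by CNG channel membrane potential dye signal; 0% = forskolin plus galanin with DMSO and 100% = forskolin alone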
Target sequence (O60755 1-299 limits assumed): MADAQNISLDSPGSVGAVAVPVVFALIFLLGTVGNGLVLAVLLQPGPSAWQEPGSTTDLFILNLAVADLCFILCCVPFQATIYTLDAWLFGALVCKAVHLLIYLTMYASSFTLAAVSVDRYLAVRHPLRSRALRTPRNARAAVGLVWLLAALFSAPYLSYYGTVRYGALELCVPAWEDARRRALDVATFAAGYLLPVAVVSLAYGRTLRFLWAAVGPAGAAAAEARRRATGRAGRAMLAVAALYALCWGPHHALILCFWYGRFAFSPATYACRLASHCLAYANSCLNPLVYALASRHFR
PHOSPHO1 block: PHOSPHO1 (human) inhibition | inhibition, % at 13.3 µM | 1.1% of 290,000 active | recombinant PHOSPHO1, absorbance phosphatase assay; in the data active = inhibition above about 60%
Target sequence (Q8TCT1 whole entry, looked up): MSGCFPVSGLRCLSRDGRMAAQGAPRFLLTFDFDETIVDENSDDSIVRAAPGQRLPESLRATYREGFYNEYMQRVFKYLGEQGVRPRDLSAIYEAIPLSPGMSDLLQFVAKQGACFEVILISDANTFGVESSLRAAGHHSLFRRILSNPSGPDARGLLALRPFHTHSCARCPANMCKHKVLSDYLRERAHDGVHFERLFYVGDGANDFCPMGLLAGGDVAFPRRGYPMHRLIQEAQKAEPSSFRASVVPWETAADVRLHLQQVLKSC
DNA FID counter: counter-screen for HCV NS3 helicase inhibitors: DNA intercalator displacement | 0.17% of 290,000 active | inhibition, % at 7.9 µM | DNA fluorescent intercalator displacement, fluorescence; in the data active = inhibition above about 37%;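 also: 0% = vehicle and 100% = reference compound; higher means more ethidium bromide displaced from hairpin DNA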
V1R ag counter: V1a receptor agonism, counter-screen for OXTR agonists. AID 2797. P37288. 0.25% of 320,000 active. activation, % at 3 µM. CHO-V1R cells, Fluo-8 calcium fluorescence, agonist mode; 0% DMSO, 100% 3 nM vasopressin;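 active = activation above the mean activation of all tested compounds plus 3 SD, per screening run, cut at about 20% in these data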;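 also: signal is peak over basal fluorescence ratio across a 100 second FLIPR read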
NS3 helicase inh: HCV NS3 helicase inhibition. NS3 helicase DNA unwinding, Cy5 molecular beacon fluorescence. 0.56% of 290,000 active. AID 1800. inhibition, % at 10.9 µM;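 active = inhibition above the mean of all tested compounds plus 3 SD, set per campaign, cut at about 35% in these data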;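 also: 0% = DMSO wells and 100% = thioflavine S control wells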
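System: HCV NS3 helicase fragment; control set: DMSO and thioflavine S; technique: Cy5 fluorescence at 0 and 60 min, beacon hairpin quenching; reagent: beacon DNA duplex substrate plus ATP; replicates: singlicate; schedule: 1 h reaction at 25 °C, ATP-initiated; medium: MOPS buffer pH 6.5 with MgCl2, DTT, Tween20, BSA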
VIM-2 inhibitor: blocks Pseudomonas aeruginosa VIM-2 metallo-beta-lactamase; purified VIM-2, nitrocefin hydrolysis, epi-absorbance fluorescence; inhibition, % at 5.6 µM; 0.89% of 290,000 active;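 active = inhibition above the mean of all tested compounds plus 3 SD, cutoff set per screening run, cut at about 7.5% in these data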;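 also: red hydrolysis product quenches plate fluorescence so inhibitors raise well fluorescence; 0% = enzyme with DMSO and 100% = DMSO without enzyme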
OXTR ag: agonists of human oxytocin receptor. CHO-OTR cells, Fluo-8 calcium fluorescence; normalized: DMSO 0%, oxytocin 100%. activation, % at 3 µM. 0.32% of 320,000 active. AID 2435;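 active = activation above the mean of all tested compounds plus 3 SD, cutoff set per screening run, cut at about 20% in these data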;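 also: peak over basal fluorescence ratio from a 100 s FLIPR kinetic read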
GPR7 antag: human neuropeptides B/W receptor 1 antagonism. GPR7-expressing cells, fluorescence antagonist assay. AID 1861. inhibition, % at 4.4 µM. P48145. 1.1% of 290,000 active; in the data active = inhibition above about 16%, passing the limit was not always enough;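 also: cells stimulated with the agonist NPW; 0% = agonist with vehicle and 100% = vehicle without agonist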
Target sequence (P48145 whole entry, looked up): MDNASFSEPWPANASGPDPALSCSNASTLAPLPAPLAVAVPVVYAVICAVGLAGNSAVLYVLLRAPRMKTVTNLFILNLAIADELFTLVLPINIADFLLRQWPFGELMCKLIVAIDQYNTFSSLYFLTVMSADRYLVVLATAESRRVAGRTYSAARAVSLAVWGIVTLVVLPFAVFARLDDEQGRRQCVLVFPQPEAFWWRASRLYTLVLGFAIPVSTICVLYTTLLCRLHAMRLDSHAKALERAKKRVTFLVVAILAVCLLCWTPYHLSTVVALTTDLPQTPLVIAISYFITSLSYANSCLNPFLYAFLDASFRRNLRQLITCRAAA
* marks the source's active call; other numbers are inactive results; . = not tested or not shown. Not all compounds are listed, so the mix of outcomes need not match the whole.

Below each compound: IMP-1 inh	GalR3 antagonist	PHOSPHO1 block	DNA FID counter	V1R ag counter	NS3 helicase inh	VIM-2 inhibitor	OXTR ag	GPR7 antag
COc1ccccc1N1C(=O)NC(=O)C2(Cc3cc(C)ccc3N(C)C2)C1=O (stereo not given)
→ -0.6	-1	5	-5	2.9	12	0.3	1.2	4
O=c1[nH]c(=O)n(Cc2ccccc2)c(O)c1/C=N/NCCO
→ -1.9	-3	15	-15	4.5	20	-0.6	1.8	-3
CN(C)CC#CCOCCOCCC#N
→ -1.4	4	0	-2	0.2	8	-5.1	0.6	-8
CC1(C)C(c2ccccc2)=NC(c2cccnc2)N1O (stereo not given)
→ -2.8	-4	15	-3	-0.6	0	-1.1	0.1	-14
C/C(CCc1c[nH]c2ccccc12)=N\O
→ -2.6	-6	11	-3	0.1	3	-1.2	0.8	0
FC(F)(F)c1ccc2c(c1)N(CCCN1CCN(CCCl)CC1)c1ccccc1S2
→ -3.8	-10	64*	17	0.5	-25	-3.6	-1.1	18
CC(C)CN1CCN(Cc2ccccc2C(F)(F)F)CC1CCO (stereo not given)
→ -3.1	-5	28	3	-0.3	1	-2.8	0.1	1
Cc1ccccc1CC(=O)N(CCN(C)C)CC1CCCN(Cc2ccccc2F)C1 (stereo not given)
→ -2.7	-10	.	11	0.6	-2	-4.0	-1.3	-12
Cn1c(O)c(C2=NN(C(=O)CCl)C(c3ccccc3)C2)c(=O)n(C)c1=O (stereo not given)
→ -4.5	-7	-1	-22	0.2	-5	-1.6	-0.8	-10
CC(=O)NCC(=O)Nc1ccc(Br)cc1C(=O)c1ccccc1
→ -2.1	-6	42	-5	-0.7	7	-3.9	-0.8	-18
COc1ccc(C(CNC(=O)CCc2ccsc2)N(C)C)cc1 (stereo not given)
→ -1.2	-7	28	0	-0.6	-5	-1.2	0.2	-3
C=CCn1c(O)c(C(C)=NCCN2CCCCC2)c(=O)[nH]c1=O
→ -0.6	-1	3	3	0.6	18	0.8	0.9	-6
CCOC(=O)C1(CCc2ccccc2)CCN(Cc2csc(C(C)=O)c2)CC1
→ -2.6	-3	37	5	1.2	-2	-1.6	0.3	-2
Cc1nc2c(c(C)nn2-c2ccccc2)c(C)c1CCC(=O)N1CCC2(CC1)OCCO2
→ -1.7	.	-36	-14	-0.4	10	-2.3	0.8	-6
CCCC(=O)NC(Oc1ccccc1Cl)C(Cl)(Cl)Cl (stereo not given)
→ -2.9	-10	23	6	0.1	2	-1.5	-1.3	-6
CC1CN(c2ccc([N+](=O)[O-])c3cccnc23)CC(C)N1 (stereo not given)
→ -3.1	-4	28	17	-0.1	2	-4.2	1.1	-2
Cc1cccc(NC(=S)N2CC3CC(C2)c2cccc(=O)n2C3)c1C (stereo not given)
→ -0.7	-3	2	-2	-0.1	-14	-0.6	0.8	-6
COc1ccc(CNCCc2c[nH]c3ccccc23)cc1OC
→ -1.5	-10	2	7	3.0	-9	-1.2	6.2	4
CNP(=O)(Oc1ccccc1)OC12CC3CC(CC(C3)C1)C2 (stereo not given)
→ -2.8	-3	43	-25	3.0	-10	-0.4	-1.1	-6
CC(=NCc1cccnc1)c1c(O)n(Cc2ccccc2)c(=O)[nH]c1=O
→ -3.4	-4	-35	-3	-0.3	-2	-1.9	1.7	-2
CCn1c(C)c(C(=O)O)c2cc(OC)ccc21
→ -3.1	13*	31	-3	-0.7	0	-1.7	-0.1	0
COc1cc(N2CCOCC2)ccc1/C=C1\C(=O)NC(=O)N(Cc2cccs2)C1=O
→ -2.5	8	-11	-19	1.1	17	-1.1	0.9	-20
CCC(=NCc1ccco1)c1c(O)n(-c2ccccc2C)c(=O)[nH]c1=O
→ -2.3	2	12	-7	1.3	1	-1.8	0.8	-9
Cc1ccc(Cl)cc1N1CCN(CCN)CC1
→ -3.4	3	1	5	0.9	-10	-4.9	1.8	12
CCC(=O)CC(c1ccc([N+](=O)[O-])cc1)c1c(O)c2ccccc2oc1=O (stereo not given)
→ -0.9	-2	17	2	3.6	11	0.2	2.3	-9
COc1ccc(C(=O)C2CCCN(Cc3cnc(C)s3)C2)cc1OC (stereo not given)
→ -2.4	-2	11	-11	2.1	-3	-2.9	0.6	-15
CCC(C)C(NC(=O)CCCNC(=O)CCC(=O)OC1O[C@H]2OC3(C)CC[C@H]4[C@H](C)CCC(C1C)C24OO3)C(=O)O (stereo not given in full)
→ -2.3	-4	27	-33	0.0	1	-3.4	-0.8	0
Cc1c(N=Nc2c(O)[nH]c(=S)[nH]c2=O)c(=O)n(-c2ccccc2)n1C
→ -4.3	-13	11	0	0.9	4	-4.0	0.3	-3
C=C(C)c1cccc(C(C)(C)NC(=O)NC2CN3CCC2CC3)c1 (stereo not given)
→ -2.4	1	-13	6	-0.5	2	-0.6	-0.3	-5
COc1cccc(OC)c1C(=O)Nc1nc(N)n(-c2ccccc2)n1
→ -3.4	0	5	-4	0.4	-16	-1.6	0.8	-9
Cc1[nH]c2ccccc2c1C(=O)CN1CC=C(c2ccccc2)CC1
→ 0.9	-6	-7	1	4.2	-32	2.8	2.6	17
CCOC(=O)c1c(-c2ccc(OC)cc2)oc2ccc(OC(=O)N(C)C)cc12
→ -3.1	0	-3	-5	0.1	-13	-2.1	-1.0	-7
Cc1cc(C)cc(N2C(=O)NC(=O)/C(=C\c3cccn3-c3ccc(Cl)cc3)C2=O)c1
→ -2.1	0	30	-6	-0.1	26	-0.6	-0.2	2
CN1C(=O)C(C2c3ccccc3C(=O)N2Cc2ccc([N+](=O)[O-])cc2)C(=O)N(C)C1=O (stereo not given)
→ -2.0	-3	10	-5	1.9	-5	-1.1	1.3	-3
CC(C(=O)Nc1ccc(Br)cc1C(=O)c1ccccc1)N1CCOCC1 (stereo not given)
→ -1.6	-1	10	-29	-0.8	-3	-3.7	1.3	3
Cc1nn(C)c(C)c1P(=S)(c1c(C)nn(C)c1C)N(C)C
→ 0.8	-5	13	-11	0.4	-6	1.9	1.3	26*
OC(CNCCc1c[nH]c2ccccc12)C(F)(F)F (stereo not given)
→ -1.2	2	52	1	-0.3	-15	-1.8	0.9	-6
CSc1ncc(/C=C2/C(=O)NC(=O)N(c3ccc(Cl)cc3)C2=O)cn1
→ -3.5	-1	2	-11	.	25	-2.0	.	-4
CCN(CC(=O)Nc1ccc(C#N)c(Cl)c1)CC(=O)NC(C)(C)C
→ -3.5	2	7	-6	4.8	0	-1.6	3.5	7
O=C1NC(=O)N(CC2CCCO2)C(=O)/C1=C/c1cccs1 (stereo not given)
→ -1.1	-6	15	-9	0.6	10	-0.1	1.6	7
CCOC(=O)Cc1csc(NC(=O)c2c(O)c3ccccc3n(CCC(C)C)c2=O)n1
→ -2.0	-5	41	1	0.0	3	-0.9	-0.4	-8
O=C(CCCC1=NS(=O)(=O)c2ccccc2N1)N1CCC2(CC1)OCCO2
→ -2.4	-5	6	-2	0.2	5	-2.0	0.9	-12
Cc1ccc(C(=O)NC(O)C(Cl)(Cl)Cl)cc1 (stereo not given)
→ -3.8	2	6	-1	-0.4	-5	-1.9	-1.1	-14
CC(C)Sc1nnc([C@@H](N)Cc2c[nH]c3ccccc23)o1
→ 0.5	-7	14	-15	0.2	0	-2.3	0.8	-1
COc1ccc(-n2c(/C=C/c3ccc(O)c(O)c3)nc3ccccc3c2=O)cc1
→ -3.5	-6	20	-13	6.5	-13	0.9	2.8	-10
O=c1[nH]c(=S)[nH]c(O)c1N=Nc1cc2c(cc1[N+](=O)[O-])OCO2
→ -2.5	-4	32	3	2.1	12	-1.5	-0.3	-9
C=CCn1c(O)c(C(C)=NCCCn2ccnc2)c(=O)[nH]c1=O
→ -2.3	-2	46	-4	2.2	6	58*	0.5	-10
CCOC(=O)C1=C(N)OC2=C(C(=O)CC(C)(C)C2)C12C(=O)Nc1ccccc12 (stereo not given)
→ -1.2	2	11	-20	0.8	-6	-2.4	0.1	-13
CN1CC(C(=O)c2ccccc2)C(C(=O)c2ccccc2)C1 (stereo not given)
→ 0.6	4	12	-1	-2.0	-9	2.4	-2.1	16
CC(C)CCNC(=O)c1cc(C(=O)c2cc(F)ccc2O)cn(CCC(C)C)c1=O
→ -3.6	-4	-14	-3	5.2	7	-3.1	5.2	-8
CCOc1cc2c(cc1OCC)-n1cccc1C(c1cccc(F)c1F)NC2 (stereo not given)
→ -0.9	-12	39	9	-2.5	-32	0.9	-1.6	-7
COc1ccc(-c2cc(=Nc3cccc(C(=O)O)c3)c3cc(C)ccc3o2)cc1
→ -0.9	-6	4	-11	0.3	31	-1.7	1.7	10
COc1nc2ccccc2nc1N1CCN(C)CC1
→ -0.5	-15	48	4	.	-4	2.7	.	29
CC(C)OP(=O)(Oc1ccc(C(O)C(Cl)(Cl)Cl)cc1)OC(C)C (stereo not given)
→ -2.0	0	-10	-39	5.3	-14	-0.9	6.3	6
O=P(CCl)(Nc1ccccc1)C(Cl)(Cl)Cl (stereo not given)
→ -2.0	-8	15	2	-0.4	-7	0.2	0.0	-8
Cc1cc(/C=C2\C(=O)NC(=O)N(C)C2=O)c(C)n1-c1ccc2c(c1)OCO2
→ -3.3	-2	18	-3	-0.1	4	-0.1	0.0	-9
O=C(c1cccc(C(F)(F)F)c1)N1C[C@H]2C[C@@H](C1)c1cccc(=O)n1C2
→ 0.2	-2	18	-1	0.3	20	1.2	0.5	15
CNC(=O)N(C)c1ccc(C(O)(C(=O)OC)C(F)(F)F)cc1 (stereo not given)
→ -2.7	-2	20	0	1.7	-16	-3.2	1.3	0
O=c1c2ccccc2nc(-c2ccoc2)n1-c1ccccc1Cl
→ -2.3	-7	21	-12	-1.0	-4	-6.3	-1.1	-7
CC(=NCc1ccc2c(c1)OCO2)c1c(O)n(-c2ccc(C)cc2)c(=O)[nH]c1=O
→ -2.4	-5	32	-7	0.0	4	-3.0	-1.4	-2
Cn1cccc1CNCCc1ccccc1F
→ -2.1	-4	7	0	0.7	-4	-1.0	0.0	-6
Cc1cc(N2CCOCC2)nc2ccc(NC(=O)CCC(=O)N3CCC4(CC3)OCCO4)cc12
→ -3.1	-4	11	-9	0.8	-2	0.4	0.5	-16
